M4 ag – agonists of human muscarinic M4 receptor (CHRM4) | actives 0.14% (n = 360,000) | activation, % at 3 µM | CHO-K1 hM4/Gqi5, Fluo-8 calcium fluorescence; vehicle 0%, full acetylcholine response 100% | P08173;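 active means activation above the run mean over all test wells plus 3 SD, cut at about 32% in these data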;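 further: peak over basal fluorescence ratio per well then scaled between controls; 0% = DMSO wells and 100% = acetylcholine at EC100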
Target sequence (P08173 whole entry, looked up): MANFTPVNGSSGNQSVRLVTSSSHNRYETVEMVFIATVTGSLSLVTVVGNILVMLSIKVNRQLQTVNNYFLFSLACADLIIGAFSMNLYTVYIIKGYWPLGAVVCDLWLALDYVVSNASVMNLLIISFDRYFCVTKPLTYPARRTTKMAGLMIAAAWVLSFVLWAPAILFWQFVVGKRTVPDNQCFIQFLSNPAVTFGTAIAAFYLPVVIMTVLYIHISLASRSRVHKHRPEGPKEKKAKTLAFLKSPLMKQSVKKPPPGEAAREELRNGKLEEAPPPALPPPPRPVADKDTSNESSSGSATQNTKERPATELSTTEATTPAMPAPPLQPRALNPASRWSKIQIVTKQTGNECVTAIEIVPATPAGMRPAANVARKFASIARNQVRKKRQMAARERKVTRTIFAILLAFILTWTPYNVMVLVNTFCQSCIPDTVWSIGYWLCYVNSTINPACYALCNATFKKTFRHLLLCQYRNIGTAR
CHRM5 antagonist – antagonists of human muscarinic M5 receptor (CHRM5) | CHO-hM5 cells, Fluo-8 calcium fluorescence, ACh EC80 | actives 0.59% (n = 360,000) | P08912 | inhibition, % at 3 µM;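 active means inhibition above a per-plate cutoff, the mean of that plate's test compounds plus 3 SD, cut at about 27% in these data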;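 further: 0% = acetylcholine EC80 with DMSO and 100% = DMSO without agonist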
Target sequence (P08912 whole entry, looked up): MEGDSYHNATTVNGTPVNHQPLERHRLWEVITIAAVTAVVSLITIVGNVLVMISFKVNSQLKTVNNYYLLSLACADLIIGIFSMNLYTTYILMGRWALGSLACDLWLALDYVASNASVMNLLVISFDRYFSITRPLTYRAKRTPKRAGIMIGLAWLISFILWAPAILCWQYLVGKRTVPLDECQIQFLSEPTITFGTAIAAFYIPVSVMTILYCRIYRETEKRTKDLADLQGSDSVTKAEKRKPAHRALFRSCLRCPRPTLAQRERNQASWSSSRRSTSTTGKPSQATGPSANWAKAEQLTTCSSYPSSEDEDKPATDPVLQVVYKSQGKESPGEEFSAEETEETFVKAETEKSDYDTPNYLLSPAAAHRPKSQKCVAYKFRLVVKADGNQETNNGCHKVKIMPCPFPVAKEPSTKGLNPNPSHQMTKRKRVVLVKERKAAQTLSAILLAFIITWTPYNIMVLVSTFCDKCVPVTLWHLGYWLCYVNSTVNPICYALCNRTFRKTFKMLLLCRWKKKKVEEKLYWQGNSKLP
M1 PAM – potentiates human M1 receptor response to acetylcholine; P11229; activation, % at 3 µM; actives 0.088% (n = 360,000); CHO-K1 hM1, Fluo-8 calcium fluorescence, ACh EC20; 0% = ACh EC20, 100% = maximal ACh; in the data active means activation above about 19%, passing the limit was not always enough
CHRM4 PAM – CHRM4 positive allosteric modulation; P08173; actives 0.4% (n = 360,000); activation, % at 3 µM; CHO-K1 hM4/Gqi5, Fluo-8 calcium fluorescence, ACh EC20; 0% = ACh EC20, 100% = maximal ACh;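 active means activation above its plate's cutoff, the mean activation of sample wells plus 3 SD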; further: some results filed as inactive read as strong as hits
M5 ag – agonists of human muscarinic M5 receptor (CHRM5); activation, % at 3 µM; actives 0.19% (n = 360,000); CHO-K1 hM5 cells, Fluo-8 calcium fluorescence; 0% DMSO wells, 100% maximal acetylcholine response; AID 624037;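 active means activation above the run's mean over test compounds plus 3 SD, cut at about 23% in these data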;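 further: signal is peak over basal fluorescence ratio across the kinetic read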
CHRM4 antagonist – blocks acetylcholine activation of human M4 receptor. P08173. CHO-hM4 cells, ACh EC80, Fluo-8 calcium fluorescence. inhibition, % at 3 µM. actives 0.73% (n = 360,000);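 active means inhibition above its plate's cutoff, the mean inhibition of sample wells plus 3 SD, cut at about 27% in these data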;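 further: 0% = acetylcholine EC80 with DMSO and 100% = DMSO without agonist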
CRFBP-R2 agonist – CRF-BP/CRF-R2 complex agonism; HEK293 CRF-R2/CRF-BP, calcium dye fluorescence (FLIPR); percent of saturating CRF peptide response; activation, % at 13.2 µM; actives 0.46% (n = 350,000);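 active means activation of at least 50%, plus an integration ratio under a set limit after plate pattern correction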;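 further: plate controls were neutral control wells without compound for no effect and CRF at EC100 for full effect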
CHRM5 PAM – positive allosteric modulators of human muscarinic M5 receptor. P08912. CHO-K1 hM5, Fluo-8 calcium, ACh EC20 PAM; 0% = ACh EC20, 100% = ACh EC100. activation, % at 3 µM. actives 0.3% (n = 360,000). AID 624038;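 active means activation above the run cutoff, the mean activation of all test compounds plus 3 SD, cut at about 18% in these data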
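System – CHO-K1 hM5 cells · Compound – 3 µM, single dose · Incubation – compound preincubation 140 s before EC20 acetylcholine addition · Technique – Fluo-8 calcium fluorescence · Measure – Max/basal fluorescence ratio as % of EC20–EC100 ACh window · Benchmarks – low control EC20 acetylcholine (0%), high control EC100 acetylcholine (100%) · Replication – singlicate, one well per test compound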
M1 antag – antagonists of human M1 muscarinic receptor | inhibition, % at 3 µM | P11229 | actives 1.3% (n = 360,000) | CHO-K1 hM1, Fluo-8 calcium fluorescence, ACh EC80 antagonist;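 active means percent inhibition above its own plate's cutoff, namely the mean of that plate's compound wells plus 3 SD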;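 further: peak over basal fluorescence ratio during 140 s after agonist addition; 0% = ACh EC80 plus DMSO and 100% = DMSO alone without agonist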
* = called active by the depositor; x = no result given.

(1) Cc1ccnc(SCCn2c(N3CCCCC3)nc3c2c(=O)n(C)c(=O)n3C)n1
(2) O=C(Nc1ccc(Cl)cc1)C1C2CCC3C(CCC21)C3(Cl)Cl (stereo not drawn)
(3) CNc1nc(Nc2ccc(Br)cc2)nc(N)c1[N+](=O)[O-]
(4) CCOC(=O)C(=O)NNc1ccccc1C
(5) Cc1nonc1OCCNc1ccc([N+](=O)[O-])cc1[N+](=O)[O-]

entry no. | 1 | 2 | 3 | 4 | 5
M4 ag | 1 | 5 | -1 | 0 | 1
CHRM5 antagonist | -4 | 7 | -8 | 5 | 10
M1 PAM | -4 | -11 | 7 | 6 | 1
CHRM4 PAM | -6 | -20 | 12 | -1 | 2
M5 ag | -4 | -4 | 1 | -3 | -6
CHRM4 antagonist | -14 | 7 | -5 | 4 | -3
CRFBP-R2 agonist | 0.6 | 1.5 | -3.0 | 0.0 | 0.8
CHRM5 PAM | -12 | -18 | 5 | -6 | -8
M1 antag | -5 | 25 | -4 | -2 | -1

(6) COc1ccc(-c2nc(CN3CCC(C(=O)N4CCc5ccccc54)CC3)c(C)o2)cc1OC
(7) C[C@H](NC(=O)[C@@H]1CCCN1C(=O)[C@@H]1CCCN1C(=O)c1cccs1)c1ccccc1
(8) O=[N+]([O-])c1ccc(OCCn2cnc3ccccc32)cc1
(9) Cc1ccc(-n2c(=O)c3c4c(sc3n3c(C)nnc23)COC(C(C)C)C4)cc1 (stereo not drawn)
(10) CC1CCN(C(=O)CCC(=O)N2CC(C)Oc3ccccc32)CC1 (stereo not drawn)

entry no. | 6 | 7 | 8 | 9 | 10
M4 ag | 3 | 1 | 5 | -1 | 0
CHRM5 antagonist | -1 | -12 | -8 | -5 | -3
M1 PAM | 8 | x | 10 | 0 | 5
CHRM4 PAM | 0 | 15 | 1 | 10 | 5
M5 ag | -4 | -1 | -5 | 0 | 1
CHRM4 antagonist | -16 | -12 | -12 | -8 | -9
CRFBP-R2 agonist | -2.6 | x | -1.5 | -0.6 | -1.4
CHRM5 PAM | -8 | 12 | 4 | -1 | 2
M1 antag | -23 | x | -7 | 4 | -7

(11) COc1ccc2oc(C(=O)OCC(=O)N(CC(C)C)c3c(N)n(Cc4ccccc4)c(=O)[nH]c3=O)c(C)c2c1
(12) Cc1ccc(S(=O)(=O)N2C(=O)C(C)SC2=Nc2ccccc2)cc1 (stereo not drawn)
(13) Cc1nc(SCc2ccc(Cl)c(Cl)c2)ncc1C(=O)O
(14) COc1cccc(C2CC(c3ccccc3)n3ncnc3N2)c1 (stereo not drawn)
(15) CC(=O)c1cc(C(=O)Nc2ccc3ccccc3c2)c(C)o1

entry no. | 11 | 12 | 13 | 14 | 15
M4 ag | 4 | 1 | 2 | 2 | 0
CHRM5 antagonist | 7 | -5 | 8 | -5 | 5
M1 PAM | 7 | 11 | 5 | 1 | 13
CHRM4 PAM | 11 | 15 | 11 | -3 | -7
M5 ag | 1 | -2 | 5 | -3 | -1
CHRM4 antagonist | -8 | -5 | 10 | -18 | 5
CRFBP-R2 agonist | -0.6 | 3.4 | 6.7 | 3.1 | -0.8
CHRM5 PAM | -1 | 8 | 1 | 0 | 4
M1 antag | -7 | -9 | 6 | -8 | -11

(16) CN(C(=O)c1ccccc1C(=O)OCC(=O)NC(=O)NC(C)(C)C)C1CCCCC1
(17) O=c1cnnc(NCc2ccccc2)[nH]1
(18) COc1cc(/C=C2\SC(=Nc3ccc(Cl)c(C(=O)O)c3)NC2=O)c(Br)c(Br)c1O
(19) Cc1ccc(/C=N/NC(=O)Cc2c[nH]c3ccccc23)c(C)c1
(20) Cc1ccc2c(c1)C1CN(C)CCC1N2S(=O)(=O)c1ccc(C#N)cc1 (stereo not drawn)

entry no. | 16 | 17 | 18 | 19 | 20
M4 ag | 1 | 0 | 51* | 4 | 1
CHRM5 antagonist | 7 | 0 | 43* | -1 | 0
M1 PAM | -1 | 2 | -10 | 7 | 5
CHRM4 PAM | 6 | -7 | -19 | 2 | 3
M5 ag | -4 | -1 | 190* | -6 | -1
CHRM4 antagonist | -11 | 8 | 16 | 4 | 8
CRFBP-R2 agonist | 1.5 | -0.6 | 201* | 0.8 | 1.0
CHRM5 PAM | -4 | -2 | -34 | 3 | -10
M1 antag | 3 | -24 | 19 | 0 | 1

(21) Cc1ccc(S(=O)(=O)NCC[C@@]2(C)C3CCC2(C)C(=O)C3)cc1 (stereo partly drawn)
(22) CCOc1ccc(C(c2c(NC(=O)c3ccco3)sc(C)c2C)N2CCOCC2)cc1 (stereo not drawn)
(23) CCOC(=O)c1ccc(NC(=O)C2CCCN(S(=O)(=O)c3cnc[nH]3)C2)cc1 (stereo not drawn)
(24) COCCc1nnc(NC(=O)C23CC4CC(CC(C4)C2)C3)s1
(25) CN(C)S(=O)(=O)c1ccc(C(=O)OCn2nnc3ccccc3c2=O)cc1

entry no. | 21 | 22 | 23 | 24 | 25
M4 ag | 0 | 2 | 1 | 0 | 10
CHRM5 antagonist | 17 | 5 | -4 | 10 | -2
M1 PAM | 2 | -8 | 10 | 7 | 2
CHRM4 PAM | -9 | 1 | 10 | -1 | -4
M5 ag | -5 | 0 | 0 | 0 | 7
CHRM4 antagonist | -5 | -2 | -6 | 7 | -11
CRFBP-R2 agonist | -0.1 | 0.7 | -0.1 | -1.8 | -0.4
CHRM5 PAM | -8 | 4 | 2 | 4 | -4
M1 antag | 0 | 13 | -13 | -15 | -11

(26) CCOC(=O)c1ccc(COC(=O)CCc2nc(-c3ccccc3)c(-c3ccccc3)o2)cc1
(27) CC(=O)c1c(C)[nH]c(C(=O)Nc2ccc(C)cn2)c1C
(28) CC(=O)c1cccc(N(C(=O)CNC(=O)c2ccco2)C(C(=O)NC2CCCC2)c2ccco2)c1 (stereo not drawn)
(29) CCSc1nnc(NC(=O)CC)s1
(30) CCOC(=O)COc1c(Cl)cc(C2NC(=S)NC(c3ccccc3)=C2C(C)=O)cc1OCC (stereo not drawn)

entry no. | 26 | 27 | 28 | 29 | 30
M4 ag | 0 | 1 | 2 | 1 | 1
CHRM5 antagonist | -7 | -4 | 5 | -3 | -6
M1 PAM | -5 | -2 | 5 | 4 | 10
CHRM4 PAM | 1 | -1 | -2 | 10 | 15
M5 ag | -1 | -9 | -3 | 1 | 1
CHRM4 antagonist | -10 | 0 | -8 | -7 | -1
CRFBP-R2 agonist | 4.1 | 1.0 | -1.2 | 12 | -0.3
CHRM5 PAM | -1 | 2 | 1 | 0 | 10
M1 antag | 5 | 21 | -2 | -3 | -6

(31) O=S(=O)(c1cccs1)N1CCN(CCOc2ccccc2)CC1
(32) CC(=O)N1CCN(C(=O)CSc2cc(C)c(Br)cc2C)CC1
(33) N#Cc1sc2nc(-c3ccccc3)cc(-c3ccco3)c2c1N
(34) COc1ccc(OCCn2c(NC(=O)c3ccco3)nc3ccccc32)cc1
(35) O=C(Nc1ccccc1N1CCN(c2ccc(F)cc2)CC1)c1ccccc1

entry no. | 31 | 32 | 33 | 34 | 35
M4 ag | 4 | 1 | 0 | 9 | 0
CHRM5 antagonist | 7 | 4 | -4 | 1 | -13
M1 PAM | 8 | 14 | 4 | 1 | 8
CHRM4 PAM | 2 | 2 | 5 | -10 | 2
M5 ag | 2 | -3 | 1 | 1 | -2
CHRM4 antagonist | 8 | -4 | -7 | 16 | -22
CRFBP-R2 agonist | 0.7 | -1.7 | 7.2 | 17 | 4.0
CHRM5 PAM | -6 | 4 | 2 | -6 | 6
M1 antag | -13 | -15 | -18 | 19 | -27

(36) COc1cc(S(=O)(=O)NCc2cccnc2)ccc1F
(37) Cc1c(OCC(=O)NCc2ccccn2)ccc2c3c(c(=O)oc12)CCCC3
(38) COc1ccc(NC(=O)CSc2nc3nc(C)cc(C)c3c(=O)[nH]2)cc1
(39) Cn1cccc1C(=O)NCCc1ccccc1
(40) Cc1ccc(F)cc1NC(=O)CCC(=O)c1cccs1

entry no. | 36 | 37 | 38 | 39 | 40
M4 ag | 1 | 2 | 2 | 3 | 0
CHRM5 antagonist | 1 | 11 | 2 | 2 | -8
M1 PAM | 3 | 0 | 9 | 19 | 4
CHRM4 PAM | 13 | 3 | 8 | -4 | 1
M5 ag | 0 | -4 | -2 | -1 | -7
CHRM4 antagonist | 8 | 6 | -10 | -7 | -4
CRFBP-R2 agonist | -0.3 | -0.7 | 0.2 | 0.4 | -1.1
CHRM5 PAM | -2 | -3 | 0 | 7 | -12
M1 antag | -2 | 4 | -13 | -4 | -10

(41) Cc1ccccc1S(=O)(=O)NC(=O)C1(C)CCN1C(=O)C1(c2ccccc2)CC1 (stereo not drawn)
(42) CCC(C)C(=O)Nc1nc2ccc(OC)cc2s1 (stereo not drawn)
(43) O=C(N/C(=C\c1ccco1)C(=O)N1CCCC1)c1cccs1
(44) O=C1c2[nH]nc(-c3ccccc3O)c2C(c2cccc(Cl)c2)N1Cc1ccco1 (stereo not drawn)
(45) CN(CCNS(=O)(=O)c1ccc2c(c1)oc(=O)n2C)Cc1ccccc1

entry no. | 41 | 42 | 43 | 44 | 45
M4 ag | 2 | -1 | 0 | -2 | 0
CHRM5 antagonist | 2 | 7 | 1 | 8 | 2
M1 PAM | 6 | 17 | 5 | 9 | 2
CHRM4 PAM | 9 | 1 | -2 | -3 | -4
M5 ag | -1 | -5 | 0 | 0 | -3
CHRM4 antagonist | -11 | 4 | 12 | 17 | -8
CRFBP-R2 agonist | x | 0.5 | 0.2 | 0.8 | 0.0
CHRM5 PAM | 5 | -2 | 6 | -10 | 3
M1 antag | -12 | -26 | -4 | 4 | -9

(46) Cc1ccc(NC(=S)NC(=O)C2CC2)cc1Cl
(47) O=C(OCC(=O)c1ccc(Cl)s1)c1cnccn1
(48) CCOC(=O)c1nn(-c2ccc(Cl)cc2)c(=O)c(C#N)c1C
(49) O=C(Cn1cnc2sc(-c3ccccc3)cc2c1=O)N1CCOCC1
(50) CN(Cc1ccc(F)cc1)C(=O)c1cccc(S(=O)(=O)N2CCN(c3ccc(F)cc3)CC2)c1

entry no. | 46 | 47 | 48 | 49 | 50
M4 ag | 0 | 1 | 1 | 1 | 15
CHRM5 antagonist | -9 | 1 | -2 | 6 | 5
M1 PAM | -9 | 2 | 13 | 6 | -6
CHRM4 PAM | 1 | -6 | 3 | 0 | -6
M5 ag | -5 | -3 | 0 | 1 | 1
CHRM4 antagonist | -5 | 5 | -4 | 3 | 7
CRFBP-R2 agonist | -1.0 | -0.3 | 0.2 | -1.0 | -0.3
CHRM5 PAM | 4 | -2 | 3 | -1 | -23
M1 antag | 0 | -3 | -9 | 1 | 11
